Assay outcomes as filed in PubChem BioAssay.
SR-BI DiI inh: inhibitors of mouse SR-BI mediated HDL lipid uptake. 320,000 compounds, 0.96% hits. inhibition, % at 12.5 µM. Q61009. AID 488896. ldlA[mSR-BI] CHO cells, DiI-HDL uptake fluorescence, 3 h;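 active = mean replicate inhibition of at least 70% and a set share of replicates each scoring 70 or more; inconclusive = meets just one of the two criteria; inactive = fails both criteria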;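 also: 0% = median of neutral control wells and 100% = median of positive control wells; values of inactives mirror those of a sister screen read the other way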
Cardiac RTF inh: cardiac RTF calcium desensitization | 340,000 compounds, 0.12% hits | inhibition, % at 7.15 µM | P19429+P45379 | IANBD-labeled cardiac RTF, Ca2+ fluorescence;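 active = inhibition above the mean inhibition of all tested compounds plus 3 SD, cut at about 17% in these data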;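 also: assay run at fixed EC70 calcium of 1.6 mM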
PKA-R2B act: activates the human PKA-R2B holoenzyme complex. PKA-R2B holoenzyme dissociation, Cy5-IP20 fluorescence polarization; R2B truncated from residue 108, S112A mutant; 0% DMSO only, 100% 113 µM cGMP. activation, % at 11.4 µM. 340,000 compounds, 0.079% hits. AID 504700;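 active = activation above a cutoff set at the mean over all compounds plus 3 SD, cut at about 18% in these data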;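 also: higher means more holoenzyme dissociation and a rise in polarization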
Arr AP2 block: inhibitors of human beta-arrestin and AP2 interaction; FITC-arrestin peptide / GST-AP2 beads, flow cytometry; AP2 beta2 appendage carries R879A mutation; inhibition, % at 10 µM; 340,000 compounds, 0.31% hits; AID 504490;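 active = inhibition above a set limit, near 3 SD of compounds lacking own fluorescence, cut at about 54% in these data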;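 also: plate controls were DMSO wells for no effect and 5 µM unlabelled arrestin peptide for full effect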
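System: GST-tagged AP2 beta2-adaptin appendage (R879A) on 4 µm glutathione beads / Reagent: FITC-arrestin peptide, 50 nM / Detection: HyperCyt-sampled flow cytometry, FL1 channel, ex 488/em 535 nm / Timing: 12 min plus 1 h, RT / Buffer or medium: PBS plus Tween 20 (0.05%) and BSA (0.1%)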
Keap1-Nrf2 PPI: Keap1-Nrf2 (human) interaction inhibition; inhibition, % at 9.4 µM; Q14145; AID 504523; 340,000 compounds, 0.15% hits; Keap1 Kelch-Nrf2 peptide fluorescence polarization, 1536-well; in the data active = inhibition above about 12%; inconclusive = no clear call, values can overlap the other calls; inactive = below about 7.3%;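 also: human Keap1 Kelch domain with fluorescein labeled Nrf2 9mer peptide probe; 0% = neutral control wells and 100% = peptide positive control; higher means more block of Keap1 binding to Nrf2 peptide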
SR-BI uptake up: activators of SR-BI mediated HDL lipid uptake; CHO ldlA[mSR-BI] cells, DiI-HDL uptake fluorescence, 3 h; 100 = double the neutral-control signal; activation, % at 12.5 µM; 320,000 compounds, 0.096% hits; AID 504775;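 active = mean replicate activation of at least 60% and every replicate at or above 60%; inconclusive = mean or all-replicate condition met, but not both; inactive = mean below 60% and not all replicates reaching 60%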;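 also: 0% = median plate neutral-control signal and 100% = twice that signal; values of inactives mirror those of a sister screen read the other way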
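System: LDL receptor-deficient CHO ldlA cells overexpressing murine SR-BI | Timing: 3 h uptake period with compound, 37 °C | Medium: HEPES-buffered (25 mM, pH 7.4) F12 plus 0.5% BSA | Dosing: Single-point compound dose | Signal: Bottom-read fluorescence, 550/595 nm | Read-out: Retained DiI signal reflecting DiI-HDL uptake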
DAGLB inhibitor: blocks human DAGLB lipase activity; Q8NCG7; HEK293T DAGLB membrane lysate, EnzChek fluorogenic substrate; inhibition, % at 5.17 µM; 340,000 compounds, 0.059% hits; AID 504411; in the data active = inhibition above about 34%;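 also: 0% = enzyme with vehicle and 100% = wells lacking enzyme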
C-LANA FP: inhibitors of KSHV LANA C-terminal domain DNA binding; MBP-C-LANA/FAM-LBS DNA binding, fluorescence polarization; inhibition, % at 9 µM; 340,000 compounds, 0.078% hits; AID 504423;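 active = highest replicate inhibition at or above 60% at 9 µM, even if other replicates fall short; inactive = all replicates below 60% inhibition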;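 also: 0% = neutral control wells and 100% = 4 µM acridine orange control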
PvdQ inh: blocks Pseudomonas aeruginosa PvdQ acylase activity; purified PvdQ acylase, fluorescence plate reader; inhibition, % at 10 µM; 340,000 compounds, 0.063% hits; AID 488965; in the data active = inhibition above about 30%, passing the limit was not always enough; inconclusive = no clear call, values can overlap the other calls;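 also: 0% = vehicle neutral wells and 100% = reference inhibitor wells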
NSD2 inh: NSD2 (human) methyltransferase inhibition; O96028; NSD2 peptide methylation, AlphaScreen, 120 min; inhibition, % at 12.5 µM; 310,000 compounds, 0.54% hits; AID 743445; in the data active = inhibition above about 50%
Target sequence (O96028 whole entry, looked up): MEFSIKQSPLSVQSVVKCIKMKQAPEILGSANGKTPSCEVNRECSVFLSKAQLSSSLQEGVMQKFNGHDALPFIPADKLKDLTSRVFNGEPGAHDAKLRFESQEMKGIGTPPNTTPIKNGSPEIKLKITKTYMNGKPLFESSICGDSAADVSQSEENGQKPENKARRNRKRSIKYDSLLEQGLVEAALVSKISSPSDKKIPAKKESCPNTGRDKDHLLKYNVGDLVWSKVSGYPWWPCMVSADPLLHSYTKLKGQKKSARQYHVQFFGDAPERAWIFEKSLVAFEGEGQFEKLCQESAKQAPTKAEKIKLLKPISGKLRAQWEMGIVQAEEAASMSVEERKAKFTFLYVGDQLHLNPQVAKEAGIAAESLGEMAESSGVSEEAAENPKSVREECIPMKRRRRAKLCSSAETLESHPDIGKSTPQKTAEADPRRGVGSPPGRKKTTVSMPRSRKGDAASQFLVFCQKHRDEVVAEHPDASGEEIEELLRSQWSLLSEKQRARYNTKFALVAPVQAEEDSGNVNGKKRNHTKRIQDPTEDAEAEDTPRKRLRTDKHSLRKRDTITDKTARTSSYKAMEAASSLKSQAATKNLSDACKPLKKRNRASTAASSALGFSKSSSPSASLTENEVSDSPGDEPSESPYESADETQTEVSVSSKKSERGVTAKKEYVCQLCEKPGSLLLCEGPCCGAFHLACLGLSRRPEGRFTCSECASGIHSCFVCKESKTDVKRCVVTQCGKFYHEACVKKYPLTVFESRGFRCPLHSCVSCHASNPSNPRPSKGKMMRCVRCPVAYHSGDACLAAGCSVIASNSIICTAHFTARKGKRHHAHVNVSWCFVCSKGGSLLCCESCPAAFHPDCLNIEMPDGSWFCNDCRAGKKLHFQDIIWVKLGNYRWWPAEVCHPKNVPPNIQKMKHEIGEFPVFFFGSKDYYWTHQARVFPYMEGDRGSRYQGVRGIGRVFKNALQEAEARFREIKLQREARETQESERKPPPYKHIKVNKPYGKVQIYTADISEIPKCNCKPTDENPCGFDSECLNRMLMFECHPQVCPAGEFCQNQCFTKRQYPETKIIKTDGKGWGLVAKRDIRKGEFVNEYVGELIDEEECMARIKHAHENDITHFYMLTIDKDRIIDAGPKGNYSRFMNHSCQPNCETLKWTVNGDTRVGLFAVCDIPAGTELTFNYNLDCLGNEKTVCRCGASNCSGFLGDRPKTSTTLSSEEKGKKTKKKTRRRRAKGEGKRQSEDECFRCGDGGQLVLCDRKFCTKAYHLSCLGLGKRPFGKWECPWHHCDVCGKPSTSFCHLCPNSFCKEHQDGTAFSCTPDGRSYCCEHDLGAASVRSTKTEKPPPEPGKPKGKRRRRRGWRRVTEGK
Numbers without * were called inactive; ? = inconclusive; . = not tested or not shown.

item	Compound	SR-BI DiI inh	Cardiac RTF inh	PKA-R2B act	Arr AP2 block	Keap1-Nrf2 PPI	SR-BI uptake up	DAGLB inhibitor	C-LANA FP	PvdQ inh	NSD2 inh
1	Cc1cccc(C(=O)N2[C@@H](C(C)C)COc3cc(Br)ccc3S2(=O)=O)c1	.	-9	0	1	-9	.	-9	0.3	-11	.
2	CN(C)S(=O)(=O)N1CCN(C(=O)c2ccccc2)CC1	-25	-2	-8	-7	-8	25	0	-1.7	-7	-2
3	CCNc1nc(NCc2ccccc2)nc(SCC(=O)Nc2ccccc2)n1	20	-2	0	-10	-1	-20	-1	-0.3	-3	-2
4	CCCC(=O)NC(Nc1cccc(C(F)(F)F)c1)C(Cl)(Cl)Cl (centres undefined)	-21	1	5	3	3	.	0	0.8	-9	-3
5	CCn1c(SCC(=O)NCCOC)nc2sc3c(c2c1=O)CCCC3	3	-4	-2	-1	3	-3	-1	-0.3	8	10
6	CCOc1ccc(C(=S)NC2CCCCC2)cc1	-1	8	-1	8	-6	1	-6	-0.1	-10	-1
7	COc1ccc(Nc2c(-c3ccc(OC)cc3)nc3cnccn23)cc1	.	-3	-4	20	-1	.	4	0.0	-2	2
8	Cc1cc(C)cc(NC(=O)c2ccc3c(c2)CCN3S(C)(=O)=O)c1	77*	-3	-8	44	-6	-77	1	-0.2	1	-5
9	COc1ccccc1CC(=O)Nc1cc(C)ccn1	7	-8	-11	16	-4	-7	0	2.4	-24	-2
10	O=C(N/N=C/c1ccc(Cl)cc1Cl)C(=O)NC1CC1	46	-2	6	0	2	-46	0	-0.5	-8	-4
11	O=C(Cn1cc(S(=O)(=O)Cc2ccccc2)c2ccccc21)Nc1ccccc1	21	-1	-6	4	-5	-21	-6	4.8	4	0
12	O=C(N=C1N=C2C=CC=CN2Cc2ccccc21)c1ccc(S(=O)(=O)N2CCOCC2)cc1	-3	-2	-12	43	1	3	-1	-1.1	-1	0
13	CC(C)(C)c1ccc(-c2nnc(NC(=O)c3ccccc3)s2)cc1	33	-5	-5	-16	0	-33	0	-0.2	-12	-2
14	COc1ccccc1NS(=O)(=O)c1cc(NC(=O)C(C)(C)C)ccc1N1CCOCC1	0	-4	-4	2	-5	0	0	1.0	-11	0
15	C[C@H](CO)N1C[C@H](C)[C@@H](CN(C)C(=O)Nc2ccc(C(F)(F)F)cc2)Oc2ccc(NS(=O)(=O)c3cccs3)cc2C1=O	37	2	-23	1	-6	-37	-1	-0.9	1	.
16	O=C(Cn1nnc(-c2ccc(F)cc2)n1)OCC(=O)c1ccccc1	-9	-7	-4	9	-5	9	2	-1.7	-7	0
17	Cc1ccsc1C(C(=O)NCc1ccccc1)N(C(=O)c1csnn1)c1ccccc1 (centres undefined)	.	-1	-10	-6	-3	.	2	-0.6	-2	36
18	CCOc1ccc(Cc2nnc(SCC(N)=O)n2C)cc1	-24	-6	-10	-10	-1	24	-2	-0.5	-5	4
19	COC(=O)C(CCSC)NC(=O)CNS(=O)(=O)c1ccc(Cl)cc1 (centres undefined)	-3	3	-2	7	-7	3	1	1.4	-11	-1
20	O=C(O)CC(Cc1ccc(Cl)cc1)C(=O)NCC12CC3CC(CC(C3)C1)C2 (centres undefined)	-33	-4	1	3	0	33	7	5.4	-7	-1
21	COc1ccc(CCNC(=O)c2ccnc(C(C)(C)C)c2)cc1OC	11	-1	-11	5	-6	-11	-2	0.7	-19	-3
22	Cc1ccc(C(=O)C2OC(=O)C(C)(C)C(=O)C2(C)C)cc1 (centres undefined)	-21	4	-11	-3	-8	21	-1	16	12	20
23	COc1ccccc1COCC(O)CNCCc1ccc(C(F)(F)F)cc1 (centres undefined)	2	-2	-11	7	-3	-2	-3	-0.9	-16	3
24	S=c1[nH]cc(-c2ccccc2)[nH]1	.	-12	-14	-5	-4	.	-1	-0.3	-9	-1
25	COc1cc(NC(=O)CN2C(=O)C(c3ccccc3)=NC23CCCCCC3)cc(OC)c1	-15	9	-11	-6	-1	15	-4	0.5	6	10
26	O=C(O)CSCCc1ccccn1	-3	-2	-19	3	1	3	1	0.4	-12	0
27	Cn1c(-c2ccccc2)cc2onc(-c3ccccc3)c2c1=O	5	-2	7	-2	-1	-5	-9	2.6	5	.
28	Cc1ccc(C)c(NC(=O)CSc2n[nH]c(-c3ccncc3)n2)c1	-7	-5	7	1	-4	7	-2	-0.3	-21	.
29	Cc1cc(Cl)ccc1Oc1nc(-c2ccccc2)ncc1S(C)(=O)=O	1	-7	-9	6	-5	-1	1	1.2	-1	0
30	O=c1cc(NCc2ccco2)c2ccccc2o1	-6	-1	-3	17	3	6	2	-0.1	7	1
31	Nc1nc(N)c2cc([N+](=O)[O-])ccc2n1	19	-8	-4	12	-4	-19	-1	1.0	-4	0
32	CCOc1ccc(CCNC(=O)C2CCN(S(=O)(=O)N3CC(C)CC(C)C3)CC2)cc1OCC (centres undefined)	-13	5	-11	13	-3	13	3	1.8	-7	-3
33	CN(Cc1ccccc1OCCO)CC1CCCN(CCc2ccc(Cl)cc2)C1 (centres undefined)	-18	0	7	38	-4	18	0	-0.8	5	10
34	C=CCOC(=O)C(=O)/C=C/c1ccc2c(c1)Cc1ccccc1-2	2	0	-5	11	-1	-2	7	-2.1	-5	.
35	Cc1c(N=C2SCC(=O)N2/N=C\c2ccc(Br)cc2)c(=O)n(-c2ccccc2)n1C	14	-6	3	8	-3	-14	2	1.2	-4	0
36	COc1cccc(C=O)c1OCCCOc1cccc2cccnc12	5	-14	-4	8	-3	-5	-16	-0.4	-14	1
37	CCOc1ccc(-n2c(C)c(C(=O)OC)c3cc(O)ccc32)cc1	-111	0	-16	-3	-6	?	-1	0.4	-14	1
38	O=C1CN(C(=O)COc2ccccc2)CCN1	-24	-2	-2	14	3	24	-2	0.7	-4	.
39	O=C(NCc1ccc(F)cc1)c1cccs1	2	5	-2	28	-1	-2	-5	-1.6	12	-5
40	c1ccc(Cn2ccnc2-c2ccco2)cc1	-11	-7	1	18	4	11	-1	-2.4	-10	-2

Numbers 31 through 40 from above:
item	Compound	SR-BI DiI inh	Cardiac RTF inh	PKA-R2B act	Arr AP2 block	Keap1-Nrf2 PPI	SR-BI uptake up	DAGLB inhibitor	C-LANA FP	PvdQ inh	NSD2 inh
31	Nc1nc(N)c2cc([N+](=O)[O-])ccc2n1	19	-8	-4	12	-4	-19	-1	1.0	-4	0
32	CCOc1ccc(CCNC(=O)C2CCN(S(=O)(=O)N3CC(C)CC(C)C3)CC2)cc1OCC (centres undefined)	-13	5	-11	13	-3	13	3	1.8	-7	-3
33	CN(Cc1ccccc1OCCO)CC1CCCN(CCc2ccc(Cl)cc2)C1 (centres undefined)	-18	0	7	38	-4	18	0	-0.8	5	10
34	C=CCOC(=O)C(=O)/C=C/c1ccc2c(c1)Cc1ccccc1-2	2	0	-5	11	-1	-2	7	-2.1	-5	.
35	Cc1c(N=C2SCC(=O)N2/N=C\c2ccc(Br)cc2)c(=O)n(-c2ccccc2)n1C	14	-6	3	8	-3	-14	2	1.2	-4	0
36	COc1cccc(C=O)c1OCCCOc1cccc2cccnc12	5	-14	-4	8	-3	-5	-16	-0.4	-14	1
37	CCOc1ccc(-n2c(C)c(C(=O)OC)c3cc(O)ccc32)cc1	-111	0	-16	-3	-6	?	-1	0.4	-14	1
38	O=C1CN(C(=O)COc2ccccc2)CCN1	-24	-2	-2	14	3	24	-2	0.7	-4	.
39	O=C(NCc1ccc(F)cc1)c1cccs1	2	5	-2	28	-1	-2	-5	-1.6	12	-5
40	c1ccc(Cn2ccnc2-c2ccco2)cc1	-11	-7	1	18	4	11	-1	-2.4	-10	-2

Continuation.
item	Compound	SR-BI DiI inh	Cardiac RTF inh	PKA-R2B act	Arr AP2 block	Keap1-Nrf2 PPI	SR-BI uptake up	DAGLB inhibitor	C-LANA FP	PvdQ inh	NSD2 inh
41	CCC(C)N(C(=O)COc1ccc(-c2nnco2)cc1)C1CCS(=O)(=O)C1 (centres undefined)	-8	-2	-5	9	4	8	2	0.8	-7	-1
42	Clc1ncc(Cn2cccn2)s1	10	-10	3	-4	-2	-10	1	3.3	-3	5
43	CCOc1ccc(/C=N/NC2=NCCCCC2)cc1	-3	-5	-5	-1	-8	3	-1	1.5	-6	-2
44	O=C(NCC1CCCO1)c1ccccc1OCc1ccc(Cl)cc1 (centres undefined)	24	-36	-8	8	0	-24	-8	0.5	-11	-2
45	CSc1ncccc1C(=O)OCC(=O)c1ccc2c(c1)NC(=O)CO2	.	-22	9	-2	-3	.	-5	-2.4	-3	-3
46	S=C(Nc1cc(Cl)cc(Cl)c1)N1CCCC1	-4	0	2	20	2	4	-3	1.0	-2	-4
47	Cc1ccc(S(=O)(=O)N2CCC(NC(=O)C3CCCCC3)CC2)cc1	-19	0	-2	-11	-6	19	-4	-1.8	-23	-1
48	Cc1csc(NC(=O)CCn2c(=O)oc3ccccc32)n1	25	-7	4	-2	-2	-25	0	2.8	-11	.
49	N#CCCn1cc(C=C(C#N)C#N)c(-c2ccc(Cl)cc2)n1	-1	.	.	14	-4	1	.	0.0	7	0
50	C=CCOC(=O)c1cc(-c2ccc(/C=C3\C(=O)NC(=O)C(C#N)=C3C)o2)ccc1Cl	9	-5	7	9	3	-9	11	81*	1	42
51	CC1(OC(=O)CCc2ccccc2)C(=O)C=C2C=C(c3ccc(C#N)cc3)N(C3CCCC3)C=C2C1=O (centres undefined)	-1	-12	-9	10	-3	1	6	-0.5	4	.
52	CCCCN1C(=N)N([C@@H](C)CN2CCC[C@H]2CN2C(N)=NC[C@@H]2Cc2ccccc2)C[C@H]1[C@H](C)CC	-36	-14	-2	-1	0	36	0	1.1	-17	.
53	Cc1ccnc(NC(=O)c2cc(S(=O)(=O)NCc3ccccc3)ccc2C)c1	1	-3	2	-3	0	-1	-3	0.3	17	0
54	COCCN(C(=O)CSc1n[nH]c(-c2ccc(OC)cc2)n1)c1c(N)n(Cc2ccccc2)c(=O)[nH]c1=O	-38	-8	12	3	-4	38	1	-0.7	0	2
55	CN(C)/C=C1/C(=O)Nc2ccccc21	-23	-1	2	18	-1	23	1	-1.6	11	-2
